WT yeast gro inh = growth inhibition of WT yeast, mitochondrial fusion screen | mitochondrial fusion phenotypic screen, WT strain | inhibition, % at 10 µM | 190,000 tested, 2.1% active | AID 1362; in the data active = inhibition above about 58%; tested in S. cerevisiae
AID2073 = disruptors of CaV2.2 binding to Mint1 – biochemical, HTRF (AID 2073) | inhibition, % at 20 µM; hits with a dose series show IC50 in µM | 290,000 tested, 0.19% active | HTRF protein-protein interaction, Mint1-CaV2.2; higher % means a stronger effect; in the data active = inhibition mostly above about 51%, no sharp cut-off; also: some results filed as inactive read as strong as hits
GPR35 antagonists = inhibition of zaprinast-stimulated GPR35 beta-arrestin translocation – imaging, U2OS, beta-arrestin-GFP, zaprinast agonist, primary screen (AID 2058). U2OS GPR35 beta-arrestin-GFP translocation imaging, zaprinast antagonism; higher % means a stronger effect. 290,000 tested, 0.052% active. inhibition, % at 10 µM, or IC50 in µM where a hit was titrated;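 active = inhibition of at least 50% with at least 30 cells and total cytoplasm GFP at most 10,000,000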
NTR1 agonist = agonists of NTR1, primary screen, imaging, U2OS cells, beta-arrestin-GFP, high content (AID 493036); NTR1-U2OS beta-arrestin-GFP spot imaging, agonist mode; 330,000 tested, 0.17% active; activation, % at 20 µM; P30989;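 active = activation at or above 40% of the spot to cytoplasm intensity ratio, with at least 20 cells analyzed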;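 also: 0% = DMSO without peptide and 100% = 100 nM NTR1 peptide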
Target sequence (P30989 whole entry, looked up): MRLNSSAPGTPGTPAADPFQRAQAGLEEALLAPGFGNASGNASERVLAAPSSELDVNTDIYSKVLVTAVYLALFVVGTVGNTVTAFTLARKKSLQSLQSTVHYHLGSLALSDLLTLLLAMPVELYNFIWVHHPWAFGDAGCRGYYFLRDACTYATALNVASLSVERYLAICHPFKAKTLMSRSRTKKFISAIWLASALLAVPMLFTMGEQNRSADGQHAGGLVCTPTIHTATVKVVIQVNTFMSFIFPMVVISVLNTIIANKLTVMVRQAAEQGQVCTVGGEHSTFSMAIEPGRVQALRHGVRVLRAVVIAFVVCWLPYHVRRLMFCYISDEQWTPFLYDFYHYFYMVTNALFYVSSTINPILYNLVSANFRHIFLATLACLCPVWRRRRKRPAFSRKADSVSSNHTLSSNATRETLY
K1F lysis inhibition = protection from phage-mediated lysis, alamar blue read-out – E. coli UTI89, K1F phage, bacterial capsule biogenesis inhibitors (AID 488966) | E. coli UTI89 K1F phage lysis, alamar blue, 2 h; higher % means a stronger effect | 340,000 tested, 0.02% active | inhibition, % at 100 µM, or IC50 in µM where a hit was titrated;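 active = phage lysis inhibition, versus mean bacterial control, above a set limit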;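 also: capsule biogenesis inhibitors block K1F phage lysis so surviving cells raise fluorescence; higher fluorescence means more inhibition of phage lysis; actives were called in the ten point dose series up to 300 µM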
NS5 inhibitors = Dengue-2 NS5 methyltransferase inhibitors, primary screen, biochemical, confirmation dose response (AID 588689); Dengue-2 NS5 methyltransferase capping enzyme assay, biochemical; higher % means a stronger effect; one-dose inhibition, % at 25 µM; IC50 in µM for titrated hits; 340,000 tested, 0.3% active; in the data active = a potency from the dose series
RSV CPE inhibition = inhibition of RSV-induced cytopathic effect – HEp-2 cells, primary 10 µM value included (AID 2391). 310,000 tested, 0.13% active. HEp-2 cells, RSV-induced CPE inhibition; higher % means a stronger effect. one-dose CPE inhibition, % at 10 µM; IC50 in µM for titrated hits; in the data active = a potency from the dose series; also: strong numbers were not always called active
Autophagy HCS = modulators of autophagy; MEF GFP-LC3 puncta imaging; test concentration mostly 10 µM; calls only at 10 µM (by protocol); 190,000 tested, 0.98% active; AID 463193;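 active = percentage of spot-positive cells more than 3 SD above its plate mean, without a fluorescence outlier flag or 80% toxicity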;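 also: spot-positive cell cutoff set from DMSO-treated cells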
LYP phosphatase = PTPN22 lymphoid phosphatase activity blockers – biochemical, fluorescence intensity, uHTS (AID 1779); recombinant LYP phosphatase, fluorescence intensity; higher % means a stronger effect; one-dose inhibition, % at 11.5 µM; IC50 in µM for titrated hits; 290,000 tested, 0.054% active; in the data active = inhibition above about 50%;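 also: plate controls were vehicle with enzyme for no effect and no enzyme for full effect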
WT yeast gro inh mutant strain = also measured in WT yeast gro inh; calls as there; inhibition, %; mitochondrial fusion phenotypic screen, mutant strain inhibition
Autophagy HCS cell loss 18 h = second read-out of Autophagy HCS, no call of its own (marks repeat the call); toxicity, %; measured here: cell loss, nuclei count;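 cell loss after 18 h compound exposure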
NTR1 agonist cell count 20 µM = recorded beside NTR1 agonist, whose call it bears; cell count; measured here: cell count, cytotoxicity flag
NS5 inhibitors pilot replicate = second read-out of NS5 inhibitors, no call of its own (marks repeat the call); inhibition, %; measured here: pilot screen replicate inhibition
* marks the source's active call; other numbers are inactive results; i = inactive; / = not tested or not shown; + = active, no number; [ ] = dose if it differs, or a comment.

SMILES | WT yeast gro inh | WT yeast gro inh mutant strain | AID2073 | GPR35 antagonists | NTR1 agonist | NTR1 agonist cell count 20 µM | K1F lysis inhibition | NS5 inhibitors | RSV CPE inhibition | Autophagy HCS | Autophagy HCS cell loss 18 h | LYP phosphatase | others
CC(=O)NS(=O)(=O)c1ccc(NC(=O)c2cc3c(=O)n4ccccc4nc3s2)cc1 | / | / | 17.4% | 2.0% | -0.1 | 58 | -1.2%[50 µM] | -8.0% | 1.2% | / | / | -4.0%
CCn1c(=O)cc(SCC(=O)NCc2ccc(C)o2)c2ccccc21 | 5.2 | 9.3 | 14.2% | -0.5% | 1.0 | 79 | 0.1% | -7.2% | 0.8% | i | 25.1 | 0.1%
CCN(CC)CCCNc1nc(CN2CCOCC2)nc2sc3c(c12)CCC3 | -10.5 | -0.1 | 2.2% | 2.4% | -0.1 | 53 | 0.4% | 2.2% | -0.3% | i | 2.2 | -1.2%
COC(=O)c1sccc1S(=O)(=O)Nc1ccc(Cl)cc1 | / | / | 9.1% | 2.6% | 0.2 | 64 | -0.2% | 3.1% | 1.7% | / | / | -4.4%
O=C(Nc1ccc([N+](=O)[O-])cn1)C1CC2CCC1C2 (stereo not given) | -2.9 | 20.2 | -0.1% | -17.4% | 0.8 | 86 | 1.9%[50 µM] | -5.1% | 1.4% | i | -5.6 | -4.1%
Cc1sc(NC(=O)C2=COCCO2)nc1-c1ccc(Br)cc1 | / | / | / | / | 9.7 | 60 | 0.9%[50 µM] | 4.3% | 18.3% | / | / | /
COc1cc(/C=N/NC(=O)c2ccccc2Cl)ccc1Oc1ccc([N+](=O)[O-])cn1 | -19.6 | -13.4 | 11.7% | -15.4% | -0.8 | 87 | -0.5% | 10.6% | 0.8% | i | 9.1 | 2.5%
CCO/N=C(/C)c1c(O)c(C)c(-c2ccccc2)n(-c2ccccc2)c1=O | -9.4 | -5.4 | -4.7% | -11.1% | 0.5 | 64 | 1.9% | -2.9% | 1.5% | i | -4.3 | -2.9%
C#CCSc1nc(-c2cccs2)ccc1C#N | 2.5 | -1.6 | 6.4% | -1.9% | 9.3 | 64 | 2.0% | -5.9% | 8.3% | i | -1.6 | 0.5%
COc1cccc(NC(=O)COc2cccc3c2CCNC3=O)c1 | / | / | / | / | -0.1 | 52 | 1.5%[50 µM] | -6.7% | -2.2% | / | / | /
O=C(c1ccco1)N1CCN(C2=NS(=O)(=O)c3ccccc32)CC1 | 9.3 | 1.2 | 35.6% | 12.8% | 0.2 | 37 | 0.7% | 1.1% | 0.7% | i | -7.6 | 2.9%
CSc1ccc(Cl)c(C(=O)NCCCn2ccnc2)c1 | / | / | 9.0% | 10.0% | -2.0 | 80 | 1.3% | -3.4% | 0.2% | / | / | -12.6%
O=C(c1cc(S(=O)(=O)Nc2ccccc2F)c(Cl)cc1Cl)N1CCN(CCO)CC1 | -8.8 | -2.3 | -1.6% | -5.3% | 3.5 | 45 | -0.1% | 0.6% | 0.1% | i | -3.6 | -5.3%
Cc1ccc(CNC(=O)C2CC3Cn4c(nc5cc6ccccc6cc54)C3N2C)o1 (stereo not given) | / | / | -0.4% | -4.5% | -2.1 | 85 | 2.8% | -5.2% | 0.7% | / | / | -1.5%
COc1cc(C(=O)O)ccc1OC(C)=O | -16.4 | -36.5 | 3.1% | 3.6% | 1.3 | 57 | 1.4% | -7.2% | 1.0% | i | -20.2 | -1.1%
COc1ccc(C2Nc3ccccc3C(=O)N2c2ccc(C)cc2)cc1COc1ccccn1 (stereo not given) | 9.1 | -4.5 | 19.3% | 0.7% | 1.6 | 72 | 1.8%[50 µM] | -5.1% | 3.2% | i | 21.6 | -2.8%
CCN(C(=O)CSc1nnc(-c2ccco2)n1Cc1ccccc1)C1CCS(=O)(=O)C1 (stereo not given) | / | / | / | / | -2.7 | 63 | 0.3%[50 µM] | -10.9% | 1.1% | / | / | /
CCCn1c(=N)n(CC(=O)OCC)c2ccccc21 | 14.7 | 10.4 | 6.9% | 16.3% | -0.6 | 42 | 0.1% | 0.0% | 1.9% | i | -6.0 | -6.4%
CC(C)[C@H](NS(=O)(=O)c1ccccc1)C(=O)OCC(=O)Nc1ccccc1Sc1ccccc1 | 44.0 | -19.5 | -4.9% | -9.6% | 4.2 | 58 | 1.4% | -9.1% | 2.0% | i | 4.4 | 6.9%
COc1ccc(C(=O)NC(NC(=O)c2ccc(OC)cc2)c2ccccc2F)cc1 | 3.2 | 4.3 | 22.7% | 0.8% | -0.2 | 64 | 1.2% | 8.5% | -0.7% | i | 21.3 | -2.9%
CCN(CC)S(=O)(=O)c1cccc(C(=O)N[C@H](C(=O)NCc2ccccc2F)C(C)C)c1 | -6.1 | -2.6 | -1.1% | -15.8% | 1.9 | 78 | 0.2% | -5.2% | 0.6% | i | 7.4 | -2.1%
Cc1cc2cc(CCNS(C)(=O)=O)c(=O)[nH]c2cc1C | 30.7 | 13.8 | -2.6% | 9.4% | 1.8 | 60 | 0.1% | / | 2.2% | i | 17.8 | -2.3%
COc1ccccc1NC(=O)c1ccc(NC(=O)CN2CCN(C(=O)c3ccco3)CC2)cc1 | 13.8 | 6.4 | 4.0% | -1.8% | 0.2 | 54 | -0.4% | -7.9% | 0.9% | i | 8.1 | 0.7%
CC(C)NCC(O)c1ccc(NS(C)(=O)=O)cc1 (stereo not given) | -9.2 | -7.3 | -2.3% | -19.6% | 3.3 | 49 | 3.8% | 8.1% | -0.3% | / | / | -7.8%
COc1ccc(/C=N/NC(=O)c2ccncc2)cc1CSc1nc2ccccc2s1 | 1.8 | -1.5 | 29.3% | 23.5% | 14.1 | 72 | -0.3% | 2.6% | 3.4% | i | -45.3 | 4.8%
Clc1nc(-c2ccccc2)cc(-c2ccccc2)n1 | 22.9 | 6.2 | 5.0% | 12.6% | 3.7 | 66 | 1.8% | -6.2% | 3.1% | i | 20.6 | -1.7%
Cc1c(/C=N\NC(=O)c2cccc(F)c2)cnn1C | 10.8 | 7.4 | -5.4% | 2.7% | 4.3 | 68 | 0.0% | 0.0% | 0.8% | i | 11.7 | -6.1%
CC(=O)NC(=S)Nc1cc(C(F)(F)F)ccc1N1CCOCC1 | -6.1 | 19.5 | 1.2% | 1.8% | 0.8 | 76 | 0.9% | 0.0% | 3.9% | i | -8.4 | -3.5%
Cc1ccc(C)c(NC(=S)N2CCN(S(C)(=O)=O)CC2)c1 | / | / | -9.3% | 4.3% | -0.9 | 52 | 0.1% | 1.3% | 0.3% | / | / | -5.0%
CCOC(=O)C(C)Sc1nnc2n1C(C)(C)Cc1ccccc1-2 (stereo not given) | 10.0 | 9.4 | 0.9% | -1.5% | -1.0 | 89 | 0.0% | -2.7% | -1.3% | i | -49.3 | -7.4%
COc1ccc(/C=N/NC(=O)c2cccc(NC(=O)c3ccccc3Cl)c2)cc1OC | 0.8 | 0.6 | -4.6% | 6.2% | -0.5 | 36 | 0.3% | -5.2% | 0.5% | i | -32.1 | 0.2%
Cc1ccc(S(=O)(=O)NC2(C(F)(F)F)C(=O)Nc3c2c(=O)[nH]c(=O)n3-c2ccccc2)cc1 (stereo not given) | 12.0 | 3.0 | -4.2% | -0.7% | 0.5 | 54 | 1.9%[50 µM] | 3.5% | 1.9% | i | 6.2 | -5.0%
O=C(C1CC(c2cccc(Br)c2)=NO1)N1CCc2ccccc2C1 (stereo not given) | 1.5 | -3.2 | -6.8% | 3.0% | 4.8 | 76 | 0.4% | -3.9% | 3.2% | i | 5.1 | -8.0%
CCOC(=O)c1c(C)n(C)c2ccc(OCC(O)CNC(CC)CO)cc12 (stereo not given) | -37.5 | -37.5 | -6.8% | -3.1% | 10.1 | 50 | 0.1% | -2.8% | -1.8% | i | 0.8 | -5.4%
CCOC(=O)N/C(N)=N/c1nc2ccccc2s1 | 5.2 | 8.2 | 1.4% | -9.8% | 2.6 | 73 | 1.9% | -3.8% | 4.6% | i | -23.5 | 2.3% | NS5 inhibitors pilot replicate=-2.4
CC(C)(C)OC(=O)NCCCCc1cn(CC(=O)N2CCN(C(=O)OC(C)(C)C)CC2)nn1 | 3.7 | 0.6 | 5.7% | -5.6% | 0.8 | 64 | -1.1% | -11.0% | 1.1% | i | -5.7 | 1.5%
O=C(NCc1ccco1)C1CCN(C(=O)c2cc3sccc3n2Cc2ccc(Cl)cc2)CC1 | 61.3* | 20.6* | 11.0% | -8.3% | 6.0 | 45 | -1.4%[50 µM] | -2.0% | 12.5% | i | -3.2 | 3.0%
O=C(OCCOc1ccccc1Cl)c1ccc(-n2cnnn2)cc1 | 3.1 | 9.1 | 9.6% | -1.5% | 6.3 | 62 | 0.1% | -3.8% | 3.8% | i | 0.2 | 4.4%
CC[n+]1c(-c2ccc(C)cc2)csc1Nc1c(C)n(C)n(-c2ccccc2)c1=O | 10.4 | -6.8 | -13.9% | -3.6% | -1.1 | 45 | -1.7% | -4.4% | 1.4% | i | 9.8 | -6.4%
CCN(CC)CCNC(=O)Cn1nc(-c2ccc(C)cc2)ccc1=O | -17.6 | -16.3 | 10.0% | 0.5% | 0.6 | 51 | 7.2% | 0.7% | -1.6% | i | -2.3 | -1.9%
CCOc1ccc(N2C(=O)CC(NCc3ccc(F)cc3)C2=O)cc1 (stereo not given) | -22.0 | 13.1 | 0.1% | 4.9% | 0.3 | 66 | 1.8% | -3.7% | 2.1% | + | -6.9* | 0.8%
S=C(NC1CCCC1)NC1CC1 | -5.7 | -6.2 | 3.1% | 3.8% | 0.3 | 93 | -0.5% | / | 2.4% | i | -3.7 | -3.4%
COc1ccc(-c2cc3ccccc3n2CC(O)Cn2nc(C)cc2C)cc1 (stereo not given) | 11.0 | 3.3 | -22.8% | -0.5% | 1.2 | 79 | 4.7% | 12.9% | 1.5% | i | 3.7 | -9.9%
C/C=C/C(O)c1ccc2ccccc2c1 (stereo not given) | / | / | 12.3% | 7.2% | 0.7 | 104 | / | / | 0.0% | / | / | -6.6%
CC(=O)NNC(=S)NC(=O)c1ccc(C)cc1 | 41.0 | -13.3 | 24.5% | 9.0% | -0.7 | 69 | 0.1% | -11.4% | 0.5% | i | 3.1 | -5.3%

High-throughput results from PubChem BioAssay.
